All columns: NCI-60 one-dose screen, growth in % after 48 h at 10 µM unless noted; 100 = growth as untreated, 0 = no growth, -100 = all killed.
ACHN: ACHN renal cancer | actives 4.9% (n = 81,000) | AID 1794771
CAKI-1: CAKI-1 renal cancer; actives 4.7% (n = 75,000)
SF-539: SF-539 CNS cancer; actives 6.8% (n = 81,000)
SNB-19: SNB-19 CNS cancer cells | actives 2.5% (n = 81,000)
SF-268: SF-268 CNS cancer cells; actives 3.1% (n = 82,000)
SNB-75: SNB-75 CNS cancer | actives 5% (n = 79,000)
A498: A498 renal cancer cells; actives 5.4% (n = 76,000); AID 1794774
RXF 393: RXF 393 renal cancer cells. actives 6.9% (n = 77,000)
Starred values were filed as active, the others as inactive; / = no result given. How the source made its calls: active means growth percent below 10; inactive means the rest.

molecule	ACHN	CAKI-1	SF-539	SNB-19	SF-268	SNB-75	A498	RXF 393
COc1ccc(-c2cc(-c3cccnc3)nc3sc(C(N)=O)c(N)c23)cc1OC	89	71	60	101	72	50	63	82
COc1ccc(OC)c(Nc2nc3c(s2)C2=CC[C@H]4[C@@H]5CC[C@H]([C@H](C)CCCC(C)C)[C@@]5(C)CC[C@@H]4[C@@]2(C)CC3)c1	102	87	97	103	102	93	90	113
COc1ccc2[nH]cc(/C=C3/C(=O)Nc4ccc(Cl)cc43)c2c1	18	27	68	71	/	-1.2*	68	21
COc1ccc(-c2nnc(CCC(=O)c3nc4ccccc4[nH]3)o2)cc1	99	94	110	107	113	92	104	133
N=C(N)c1ccc(-c2ccc(-c3ccc(Cl)cc3Cl)s2)cc1	-28*	-67*	-29*	11	42	88	86	87
O=C1Nc2ccccc2/C1=C/c1ccc(COCC2CO2)n1-c1ccc(Cl)cc1 (centres undefined)	80	98	93	99	84	100	101	121
OCc1cnccc1N1CCCC1	102	/	107	104	98	110	103	103
COc1cc2c(c(OC)c1OC)C(=O)CC(c1cccc(NC(=O)c3cc(N)ccc3C)c1)O2 (centres undefined)	81	74	83	83	94	76	138	96
Cc1cc(C#Cc2ccccc2)ccc1-n1c(/C=C/c2ccc(F)cc2)nc2ccccc2c1=O	79	55	102	88	86	87	94	99
O=CN1N=C(c2cccc(Nc3ccncc3)c2)CC1c1ccccc1 (centres undefined)	100	73	100	103	94	68	99	104
CCC1(O)CCCC2C3CCC4CC(=O)CCC4(C)C3C(=O)CC21C (centres undefined)	98	89	100	104	94	98	85	127
COc1ccc(/C=C2\C(=O)Nc3ccccc32)cc1OCc1ccccn1	84	77	84	95	91	85	104	92
CCCn1cnc2c(c1=N)C(c1ccc(F)cc1)c1sc3c(F)cccc3c1O2 (centres undefined)	57	31	33	35	50	26	51	52
N#Cc1c(-c2ccc(C(F)(F)F)cc2)cc(NCC2CCS(=O)(=O)CC2)n2c1nc1ccccc12	87	81	82	83	82	53	55	73
CCOC(=O)c1cn2ncnc(Oc3ccc(NC(=O)NC4CCCCC4)c(Cl)c3)c2c1C	62	85	51	66	85	0.5*	77	84
O=C(C(O)C(O)C(O)C(O)CO)N(C1CCCCC1)C1CCCCC1 (centres undefined)	100	99	93	101	111	87	103	116
COc1cc2cc(Oc3ccc(NC(=O)Nc4cccc(C(F)(F)F)c4)cc3)c(C)nc2cc1OCCN1CCCCC1	-73*	-78*	-92*	-55*	-78*	-70*	51	-71*
CO[C@]1(CO)O[C@@H](n2cc(C)c(=O)[nH]c2=O)C[C@@H]1O	109	93	114	99	96	102	98	102
O=C(O)C(Br)C(Cl)c1ccccc1 (centres undefined)	94	97	92	113	119	102	103	105
Nc1nc(=S)[nH]c(N)c1N=O	100	92	96	109	98	91	101	121
N#Cc1ccc(C(=O)Nn2c(N)cc3ccccc3c2=O)cc1	93	78	90	95	106	111	113	104
C/C(=N/NC(N)=O)c1ccc(C)o1	109	114	110	112	107	79	94	102
C#CCCN(Cc1ccccc1OC)Cc1ccccc1S(=O)(=O)c1ccccc1	84	62	107	88	95	94	101	104
COc1ccccc1-c1cc(-c2cc3cc(Br)ccc3oc2=O)nc(N)n1	91	75	117	95	85	76	/	101
O=C(O)CNS(=O)(=O)c1ccccc1	118	105	113	105	102	97	101	104
C=Cn1c2ccccc2c2ccccc21	100	96	100	104	108	96	83	111
COc1ccc(C(=O)/C=C/c2ccccc2)cc1S(=O)(=O)NNC(=O)c1ccncc1	102	93	99	94	92	93	99	107
Brc1cn2ccnc2c(-c2ccc3ncn(C4CCCCC4)c3c2)n1	88	/	90	92	83	79	111	94
COc1ccc2[nH]c(=O)c(CSc3ccccc3Nc3nccc(-c4ccc5c(c4)OCO5)n3)cc2c1	90	68	95	82	73	72	107	80
CC(=Nc1ccccc1)C1=C(O)C(Cc2ccccc2)NC1=O (centres undefined)	41	/	-34*	16	14	19	-22*	/
O=[N+]([O-])c1ccccc1I	111	103	109	103	121	/	110	118
C/C=C/C=C/C1OC23CCCCC2C(C#N)(C(=N)O3)C1(C#N)C#N (centres undefined)	94	103	100	95	99	96	88	98
CC1CCCNC1C (centres undefined)	95	92	95	94	88	85	93	109
COc1ccc2ccc3c(OC)ccc(CC[N+](C)(C)C)c3c2c1OC	97	94	104	92	93	72	103	146
CC(=O)OCCC/C(=C\c1ccc2ccccc2c1)[N+](=O)[O-]	-93*	/	-99*	-40*	-74*	-89*	-22*	/
CC(=O)n1nc(C(=O)OCc2ccccc2C)c2ccccc21	96	79	97	101	91	/	109	112
CCCCCC(C)OC(=O)c1ccccc1 (centres undefined)	102	97	91	111	103	98	99	132
NC(=S)N/N=C\Cn1cc([N+](=O)[O-])c(=O)[nH]c1=O	103	100	116	96	110	83	121	100
O=c1[nH]c2c(ccc3c2cnn3-c2ccc(Cl)cc2)cc1S(=O)(=O)c1ccccc1	105	99	101	105	111	97	89	83
COc1ccc(Sc2nc(N)nc3c2CCN(Cc2ccc(OC)cc2OC)C3)cc1	87	85	89	97	79	81	/	83

Sorted by number of heavy atoms (smallest number first): some entries from above.
molecule	ACHN	CAKI-1	SF-539	SNB-19	SF-268	SNB-75	A498	RXF 393
C/C(=N/NC(N)=O)c1ccc(C)o1	109	114	110	112	107	79	94	102
CC(=Nc1ccccc1)C1=C(O)C(Cc2ccccc2)NC1=O (centres undefined)	41	/	-34*	16	14	19	-22*	/
COc1ccc(C(=O)/C=C/c2ccccc2)cc1S(=O)(=O)NNC(=O)c1ccncc1	102	93	99	94	92	93	99	107

(cont.)
compound | ACHN | CAKI-1 | SF-539 | SNB-19 | SF-268 | SNB-75 | A498 | RXF 393
CN(C)c1ccc(-c2nc3ncc(Br)cc3o2)cc1 | 100 | 109 | 91 | 91 | 114 | 103 | 80 | 84
CN(C)c1ccc(/C=C/C=N/NC(=O)CSc2nc3ccccc3c(=O)n2CCc2ccc(S(N)(=O)=O)cc2)cc1 | 102 | 91 | 104 | 98 | 104 | / | / | 102
C#CCO[C@H]1CC[C@H](OCC#C)[C@@H]2[C@H]1[C@H]1C[C@@H]3[C@@]4(C)CCC[C@@](C)(C(=O)OC)[C@@H]4CC[C@@]23C=C1C(C)C | 93 | 59 | 71 | 96 | 81 | 95 | 108 | 95
Cc1ccc(Cl)cc1N=C=S | 108 | 77 | 92 | 101 | 154 | 98 | 101 | 98
COc1cc2c(cc1OC)CC[N+](CCC[N+](C)(C)C)=C2 | 104 | 96 | 98 | 110 | 92 | 80 | 104 | 113
CCOC(=O)C(CC(=O)c1ccccc1)(NC(C)=O)C(=O)OCC | 103 | 96 | 104 | 101 | 98 | 97 | 99 | 119
O/N=C1/CCSc2ccccc21 | 103 | 89 | 96 | 106 | 100 | 91 | 82 | 94
COc1ccc(C(C)=C(c2ccc(OCCN3CCCCC3)cc2)c2ccc(OCCN3CCCCC3)cc2)cc1 | 108 | 93 | 95 | 102 | 98 | 103 | 133 | 107
Cc1c[nH]c(=O)n(C)c1=O | 105 | 101 | 96 | 95 | 91 | 81 | 88 | 115
Cc1nn(C(=O)c2cccnc2)c2c1nnc1ncccc12 | 100 | 94 | 96 | 101 | 97 | 89 | 61 | 103
Cc1ccc2cccnc2c1N | 105 | 94 | 103 | 108 | 105 | 89 | 99 | 120
COc1cc(C(=O)/C=C/c2c(C)n([O-])c3ccc(C)cc3[n+]2=O)cc(OC)c1OC | -41* | 6.7* | / | 108 | 59 | 73 | 95 | -32*
OC1CCN(CCCOc2c3ccc(Cl)cc3nc3c2oc2ccc(Cl)cc23)CC1 | -98* | 3.7* | -74* | 29 | 27 | 15 | -7.6* | -80*
CSc1nc2[nH]c(=O)n(O)c(=O)c2n1Cc1ccccc1 | 65 | 61 | 73 | 64 | 64 | 87 | 105 | 65
CCC(O)C(=O)O (centres undefined) | 98 | 104 | 97 | 102 | 102 | 93 | 101 | 104
COc1cc2c3c(c(=O)oc2cc1OS(=O)(=O)c1ccccc1)CCCCC3 | 23 | 88 | 84 | 97 | 102 | 80 | 47 | /
O=C(Nc1nc2ccccc2n1Cc1ccccc1)c1ccccc1I | 75 | 85 | 91 | 85 | 75 | 84 | 45 | 79
N#C/C(=C\c1ccc(-c2ccc(Cl)cc2Cl)o1)c1ccc(F)cc1 | 90 | 69 | 90 | 97 | 92 | 78 | / | 67
OCc1ccc(O)c(CO)n1 | 117 | 98 | 109 | 109 | 95 | 97 | 91 | 105
Cc1c(Cl)ccc2c(C(=O)Cl)cc(-c3ccccc3)nc12 | / | / | 100 | 99 | 102 | 97 | 84 | 110
CCN(CC)CCCN(C(=O)C(c1ccccc1)c1ccccc1)c1ccc(OC)cc1 | 95 | 83 | 83 | 98 | 89 | 70 | 69 | 91
O=C(N/N=C/c1ccccc1O)c1cc(C(=O)N/N=C/c2ccccc2O)[nH]n1 | 97 | 92 | 87 | 67 | 79 | 101 | 96 | 51
COc1ccc(-c2cc(C(=O)Nc3nc4ccc(Cl)cc4s3)nc3cc(-c4ccccc4)nn23)cc1OC | 113 | 95 | 88 | 101 | 109 | 91 | 67 | 98
Nc1cc(-c2c[nH]c3ccc(F)cc23)nc2cc(-c3c[nH]c4ccc(F)cc34)nn12 | 66 | 78 | 87 | 106 | 92 | 79 | 68 | 128
CCOc1ccc(/C=N/NC(=O)C(=O)N/N=C/c2ccc(OCC)c(OCC)c2)cc1OCC | 104 | 103 | 105 | 103 | 104 | 88 | 136 | /
CCOC(=O)C1=C(CN2CCCC2)N(C)C(=O)NC1c1ccccc1 (centres undefined) | 103 | 92 | 105 | 112 | 98 | 90 | 82 | 111
O=C1COCCN1c1ccc(N2C(=O)C(Cl)C2c2cn(Cc3cccc4ccccc34)c3ccccc23)cc1 (centres undefined) | 105 | 76 | 101 | 106 | 97 | 94 | 86 | 105
COc1ccc(-c2nc(-c3nc4ccc(Cl)cc4[nH]3)c3ccccn23)cc1 | 0.3* | -13* | -14* | 20 | -8.4* | -89* | -3.4* | -55*
CC(=O)N/N=C/c1ccc(N(C)C)cc1 | 111 | 92 | 105 | 116 | 118 | 98 | 114 | 113
Nc1c(C(=O)Nc2ccccc2C(F)(F)F)sc2nc3c(cc12)C(=O)CCC3 | 104 | 92 | 95 | 97 | 97 | 66 | 32 | /
CNc1cc(Nc2ccc(CC(=O)Nc3cc(C(C)(C)C)nn3C)cc2)ncn1 | 65 | 60 | 45 | 78 | 73 | 72 | 53 | 76
CC(=O)Oc1cccc(C2c3cccn3-c3ccccc3N2C(C)=O)c1O (centres undefined) | 93 | 78 | / | 103 | 100 | 79 | 89 | 96
O=C(Nc1ccc(-c2n[nH]c(=S)o2)cc1)C1CSC(c2ccccc2)N1 (centres undefined) | 110 | 98 | 98 | 98 | 105 | 100 | 81 | 113
c1cc(CSc2ncnc3nc[nH]c23)ccn1 | 108 | 95 | 109 | 109 | 92 | 85 | 98 | 102
CCN(C)CCCOc1ccc(/C(=C(\C)Cc2cccc(OC)c2)c2ccc(OC(C)=O)cc2)cc1 | 104 | 95 | 101 | 102 | 94 | 82 | 94 | 106
CC1=C(SCCC(=O)OC(C[Se]C2=C(C)C(=O)c3ccccc3C2=O)C(=O)NCCCCCC(=O)OCc2ccccc2)C(=O)c2ccccc2C1=O (centres undefined) | 36 | 91 | 9.3* | 39 | 49 | 55 | 71 | 58
Cn1c(=O)c2c(nc(CO)n2C)n(C)c1=O | 117 | / | 100 | 105 | 103 | 105 | 109 | 103
C#C[C@]1(O)CC[C@H]2[C@@H]3CC=C4c5sc(N6CCN(C)CC6)nc5CC[C@]4(C)[C@H]3CC[C@@]21C | 47 | 54 | 7.7* | 63 | 52 | 75 | 86 | -22*
CCOC(=O)Cn1c(O)c(N=Nc2ccc(S(N)(=O)=O)cc2)c2cc(Br)ccc21 | 85 | 86 | 16 | 91 | 97 | 78 | 91 | 43
c1ccc(-c2n[nH]c(-c3ccccn3)n2)nc1 | 107 | 81 | 106 | 100 | 140 | 101 | 224 | 96
CCOc1cc(OCC)cc(C(=O)Nc2cnc(Nc3ccc(N4CCOCC4)cc3)nc2Oc2ccc(OC)cc2)c1 | 80 | 79 | 92 | 96 | 101 | 81 | 82 | 72
CCOC(=O)C1=C(C(=O)c2ccc(OC)cc2)C(c2ccc(OC)c(OC)c2)C(C(=O)c2ccc(OC)cc2)=C(C(=O)OCC)N1 | 98 | 85 | 95 | / | 102 | 94 | 106 | 107
COC(=O)c1ccc(=O)c2nc3/c(=C/O)c(O)cc(=O)c3[nH]c12 | 29 | 21 | 13 | 12 | 15 | 13 | 1.8* | /
O=C1NC(=O)C(c2ccccc2)(c2ccccc2)N1S(=O)(=O)c1ccccc1 | 99 | 106 | 98 | 106 | 108 | 72 | 92 | 104
COc1ccc(C2=NN(C(C)=O)C(c3cccc(Nc4ccnc5cc(Cl)ccc45)c3)C2)cc1 (centres undefined) | 61 | / | 73 | 56 | 48 | 56 | 33 | 51
COc1ccc(-c2cc(C(=O)N3N=C(c4ccc(N)cc4)CC3c3ccc(OC)cc3)c3ccccc3n2)cc1 (centres undefined) | 80 | 75 | 73 | 82 | 70 | 78 | 66 | 64
NC(=O)c1cc(C(N)=O)nc(Cl)n1 | 97 | 101 | 106 | 105 | 107 | 92 | 103 | 113
N#C/C(=C\c1ccc(-c2ccc(Cl)cc2Cl)o1)C(=O)c1c[nH]c2ccccc12 | 94 | 86 | 97 | 95 | 90 | 81 | 104 | 96
COc1ccc(OC)c(-c2cn3nc(-c4cn(C)c5ccccc45)sc3n2)c1 | 92 | 84 | 100 | 91 | 102 | 86 | 80 | 112
OC(c1ccccc1)c1n[nH]c(=S)n1-c1ccc(F)cc1 (centres undefined) | 97 | 91 | 97 | 91 | 99 | 92 | 100 | /
CC12CCC3C(=CCc4cc(O)ccc43)C1C/C(=N\O)C2O (centres undefined) | 113 | 101 | 111 | 103 | 110 | 89 | / | 104

Assay outcomes from PubChem BioAssay.
